# Screening results as filed in PubChem BioAssay.
# KB-3-1 tox: kills parental KB-3-1 adenocarcinoma cells; Potency, µM (titrated, usually from 46.1 µM), inactives show at the top dose activity change, negative = cytotoxic, actives largely listed as cytotoxic; hit rate 1.4% among 400,000; AID 1347075; KB-3-1 viability, CellTiter-Glo ATP luminescence, 72 h; note: potency is the fitted concentration of half-maximal effect; % is set by controls: 0 for no effect and ±100 for the full control effect; nearly all actives have a fitted effect of over 60% in size
#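 Screening of KB-3-1 cells (DMEM, 10% FBS, phenol-red free) ran from lowest to highest compound concentration; after 72 h at 37 °C viability was read luminescently and curves fitted.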
# ATXN2 expr inh: reduces ATXN2 reporter expression in HEK-293 cells | HEK-293 ATXN2-luciferase reporter, luminescence, 24 h | Potency, µM (doses to about 57 µM), without a hit: top-dose activity change, negative = inhibition, usual class: inhibitors | hit rate 0.72% among 360,000 | AID 1745845; note: potency is the fitted concentration of half-maximal effect; % is set by controls: 0 for no effect and ±100 for the full control effect; nearly all actives have a fitted effect of over 55% in size
#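 qHTS (up to 57 uM final) was run with 24 h compound exposure of reporter cells at 37 °C. Each well was multiplexed: SteadyGlo luminescence measured ATXN2-luciferase expression after a fluorogenic Gly-Phe-AFC viability readout (25 uM final).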
# ATXN viability: viability counter-screen for ATXN expression inhibitors; S2 cells (HEK-293 line with an ATXN2-luciferase reporter) viability, CellTiter-Fluor protease fluorescence, 24 h; Potency, µM (doses to about 56.7 µM), most hits filed as cytotoxic; hit rate 0.49% among 400,000; AID 651635; note: potency is the fitted concentration of half-maximal effect; nearly all actives have a fitted effect of over 40% in size
# SW480 rereplic: DNA re-replication induction in SW480 cells; SW480 DNA re-replication, Hoechst DNA content imaging, 48 h; Potency, µM (series often up to 46.1 µM), without a hit: at the top dose re-replication activation, most hits filed as activators; hit rate 1.8% among 340,000; note: potency is the fitted concentration of half-maximal effect; % of control where 0% means no effect; nearly all actives have a fitted effect of over 55% in size
#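 250 cells/well; 23 nL cpd via pin tool; 48 hr, 37 C, 5% CO2; Hoechst 40 min; imager read of total nuclear intensity, ex 405/em 500-530 nm.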
# KB-V1 cytotox: KB-V1 MDR subline cytotoxicity; KB-V1 MDR cells viability, CellTiter-Glo, 72 h; Potency, µM (titrated, usually from 46.1 µM), inactives show top-dose activity change, negative = cytotoxicity, actives largely listed as cytotoxic; hit rate 3.4% among 400,000; AID 1347076; note: potency is the fitted concentration of half-maximal effect; % is set by controls: 0 for no effect and ±100 for the full control effect; nearly all actives have a fitted effect of over 60% in size
#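 Drug-selected KB-V1 cells, grown in DMEM lacking phenol red with 10% FBS, receive compound titrations; after three days at 37 degrees C, surviving cell ATP is quantified by CellTiter-Glo luminescence and responses normalized and curve-fitted.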
# IL-1B inflam inh: blocks inflammasome-driven IL-1 beta release | THP-1 LPS/ATP IL-1B secretion, AlphaLISA, 16 h; hits give low values | activity change, % at 57.5 µM | hit rate 4.7% among 360,000; in the data active = activity change below about -50%; inconclusive = mostly about -30% to -49%; note: % is set by controls: 0 for no effect and ±100 for the full control effect
#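 Secreted IL-1B measured by AlphaLISA bead assay after 16 h compound exposure of THP-1 cells; compounds (final up to 57.5 uM) added 1 h before LPS (250 ng/mL) and ATP (1.25 mM) stimulation; lower signal means less secretion.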
# HT1080 IDH1KD tx: toxicity to HT-1080 IDH1 knockdown cells (counter line); AID 686971; hit rate 2% among 360,000; HT-1080 IDH1 knockdown viability, ATP luminescence, 48 h; Potency, µM (highest dose often 46.1 µM), for inactives: at the top dose activity, negative = toxicity, actives largely listed as cytotoxic;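 note: potency is the fitted concentration of half-maximal effect; 0% = DMSO wells and -100% = cell-free medium wells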
#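 IDH1KD HT-1080 cells, 750/well, RPMI + 5% FBS; compound pinned after 2 h settling; 48 h, 37 °C; CellTiter-Glo luminescence; % activity normalised to DMSO and no-cell wells; curves fitted, classed by r2 and efficacy.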
# MCF10A rerep: induces DNA re-replication in MCF 10a normal breast cells; hit rate 2.9% among 350,000; Potency, µM (doses to about 46.1 µM), for the others: top-dose activity, positive = re-replication, most hits filed as activators; AID 624296; MCF 10A DNA re-replication, Hoechst nuclear intensity, 48 h; note: potency is the fitted concentration of half-maximal effect; % of control where 0% means no effect; nearly all actives have a fitted effect of over 50% in size
# HT1080NT lethal: kills 2HG-producing HT-1080-NT fibrosarcoma cells. Potency, µM (series often up to 46.1 µM), for the others: at the highest dose activity, negative = less viability, usual class: cytotoxic. AID 686970. hit rate 1.6% among 360,000. HT-1080-NT fibrosarcoma viability, CellTiter-Glo ATP luminescence, 48 h;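 note: NT is the 2HG producing partner of a matched IDH1 knockdown line; potency is the fitted concentration of half-maximal effect; 0% = DMSO-treated cells and -100% = media-only wells without cells; nearly all actives have a fitted effect of over 55% in size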
#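 Luminescent CellTiter-Glo readout after 48 hours of compound exposure at 37 degrees C defined viability of HT-1080-NT cells. Activity was normalized to DMSO wells and cell-free media wells; concentration-response curves were fitted and assigned curve classes.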
# * marks the source's active call; other numbers are inactive results; i = inactive; ? = inconclusive; . = not tested or not shown; [ ] = dose if it differs, or a comment. Unless noted, calls come from the whole dose curve; as a rule, active = well fitted curve in the direction sought with a large enough effect; inconclusive = small, poorly fitted or top-dose-only effect, or another doubt; inactive = no such curve, though single readings can be large; an effect the other way counts as inactive or inconclusive.
mol	KB-3-1 tox	ATXN2 expr inh	ATXN viability	SW480 rereplic	KB-V1 cytotox	IL-1B inflam inh	HT1080 IDH1KD tx	MCF10A rerep	HT1080NT lethal
O=C(O)Cn1c(=O)c2c3c(sc2n(Cc2ccccc2)c1=O)CCCC3	1.0%	.	?	10.9%	-19.4%	9.0	-9.8%	0.0%	-22.1%
CCOc1ccc(NC(=O)c2c(C)nn(-c3ccc(F)cc3)c2-n2cccc2)cc1	0.0%	-5.5%	i	.	0.1%	.	.	.	.
CNS(=O)(=O)c1ccc2nc(NC(=O)/C=C/c3ccco3)sc2c1	-2.0%	-14.4%[11.3 µM]	i	?	-3.5%	21.0	-3.3%	?	-1.5%
O=c1n(-c2cccc(Cl)c2)c(=O)n2n1CCC2	2.2%	-7.6%	i	-3.6%	16.3%	-2.8	-1.2%	-1.5%	18.7%
O=C(CSc1c[nH]c2ccccc12)N1CCOCC1	26.6%	6.6%	i	1.8%	5.8%	18.5	3.2%	-6.1%	9.1%
O=C(NCc1ccc(Cl)cc1)C1CCN(S(=O)(=O)Cc2ccccc2)CC1	1.3%	-3.8%	?	.	4.0%	.	.	.	.
CN(Cc1cccc(-n2cccn2)c1)Cc1cn(C)nc1-c1ccccc1F	-3.6%	-25.7%	i	2.1%	?	10.6	1.8%	17.9%	4.1%
O=C(/C=C/NNC(=O)c1ccccc1O)c1ccccc1	?	3.5%	i	?	-13.7%	-3.1	?	-3.7%	-24.1%
O=c1c2ccccc2nc(-c2cccc(Cl)c2)n1O	?	-1.0%	i	-3.2%	?	69.3	?	2.1%	?
COc1c(C)cc(C(O)c2ncc(-c3ccc(C(F)(F)F)cc3)[nH]2)cc1C (stereo unspecified)	0.0%	-9.1%	i	.	2.1%	18.2	16.4µM*	.	?
COc1ccc(NS(=O)(=O)c2ccc(OC)c3ccccc23)cn1	-1.0%	-4.9%	i	-5.7%	-24.9%	0.0	-30.0%	10.2%	-14.0%
Cc1ccc(N2C(=O)C3C(c4ccccc4)(C2=O)C3(c2ccccc2)c2ccccc2)cc1 (stereo unspecified)	-16.4%	-6.3%	i	10.6%	?	6.0	13.7%	15.7%	6.5%
CCOc1ccc(-c2cc(C(=O)Nc3ccc(F)cc3)[nH]n2)c(C)c1	0.0%	52.7%[activator]	i	.	4.1%	-7.5	20.6%	.	?
COCCNc1nc2cc(-c3ccccc3)sc2c(=O)n1C	-9.4%	3.5%	i	.	-1.2%	5.9	-6.6%	.	-4.6%
CC(O)CCCCn1c(=O)c2c(ncn2C)n(C)c1=O (stereo unspecified)	.	6.7%	i	-2.7%	.	.	.	2.3%	.
Cc1cccc(NC(=O)c2cnn(-c3ccccc3)c2-n2cccc2)c1C	-9.6%	-9.0%	i	.	-22.9%	.	.	.	.
S=c1[nH]nc(-c2ccc3ccccc3n2)o1	-2.9%	2.9%	i	9.6%	-7.4%	48.5	1.3%	13.7%	1.2%
Nc1c(Br)cc2c([nH]c(=O)c3ccccc32)c1Br	4.7%	16.8%	i	-3.4%	-17.3%	-3.6	-9.3%	13.3%	-4.5%
O=C(CCS(=O)(=O)c1ccccc1)Nc1nc2ccc(F)cc2s1	?	-11.1%	i	?	0.0%	7.3	-10.4%	?	-14.6%
COc1ccc(C(CNC(=O)c2cccc(NS(=O)(=O)c3ccc(C)c(F)c3)c2)N2CCOCC2)cc1 (stereo unspecified)	5.3%	22.9%	i	-394.6%[inhibitor]	5.7%	?	-21.8%	8.6%	-20.1%
Cc1ccc(S(=O)(=O)N2CCC(n3c(C)nc4cccnc43)CC2)c(C)c1	-29.6%	?	?	.	-18.0%	.	.	.	.
Cc1ccc(C)c(N2CCN(CCCNC(=O)Cn3c(=O)c4cccn4c4cccnc43)CC2)c1	-9.3%	-22.9%	i	.	-14.8%	?	-15.7%	?	-21.3%
Cc1ccc(-n2nnnc2CN2CCCCC2)cc1	29.8%	-19.7%	i	31.4%	-8.6%	0.0	1.6%	-38.3%[inhibitor]	13.4%
CC1=C(C(=O)Nc2nc3ccccc3s2)C(c2ccco2)C(C#N)=C(SCC(=O)NC2CCCCC2)N1 (stereo unspecified)	-11.3%	-27.2%	.	18.4µM*	-5.0%	?	-19.7%	14.6µM*	-19.3%
CC1N=C(N)C(c2nc3ccccc3n2C)=C1O (stereo unspecified)	0.0%	5.3%	i	24.4%	0.0%	13.9	9.4%	?	5.7%
C=CCN1C(=O)N(/C=C/C)c2cccc3cccc1c23	-1.3%	-12.9%	i	4.9%	?	18.3	0.1%	20.6µM*	5.6%
Cc1cccc(-c2noc(CN(C(=O)COc3ccc(Br)cc3C)C(C)C)n2)c1	-9.2%	-22.6%	i	.	-9.5%	.	.	.	.
COc1ccc(S(=O)(=O)N/N=C\c2ccc(OC)c(COc3ccc(C)cc3[N+](=O)[O-])c2)cc1	7.4%	-5.2%	i	23.9%	-2.9%	2.8	?	16.6%	?
Cc1nc2ccccn2c1C(=O)NC1CCCc2ccccc21 (stereo unspecified)	?	.	i	4.7%	?	55.0	-8.1%	-1.4%	-1.9%
COc1ccc(/C=C/c2nc(C#N)c(NCCN(C)C)o2)cc1OC	8.9%	-0.4%	i	?	-7.1%	-13.1	3.5%	?	3.4%
Nc1ccccc1-c1nnc2n1CCCCC2	-1.8%	-2.3%	i	-0.4%	2.5%	-9.8	10.6%	-5.9%	19.3%
CCNC(=O)C1CCCN(C(=O)c2ccc(C#N)cc2)CC1 (stereo unspecified)	0.0%	1.7%	i	.	3.1%	23.3	8.5%	.	29.0%
CCOC(=O)CN=C/C(C(=O)Nc1nccs1)=C(/C)O	-1.1%	-0.1%	i	-71.6%[inhibitor]	14.2%	4.1	14.0%	-14.7%	19.4%
c1ccc(Cn2nc(-c3ccccc3)nc2-c2ccccc2)cc1	-10.8%	42.1%[activator]	i	-0.2%	?	-8.9	0.4%	7.0%	-4.8%
O=C(O)c1ccccc1NC(c1ccccc1)c1ccc(Cl)cc1 (stereo unspecified)	0.3%	.	i	12.3%	0.0%	14.1	6.6%	8.9%	3.7%
O=C(CCN1CCc2ccccc2C1)Nc1ccc2c(c1)OCO2	4.2%	3.4%	i	-7.3%	-7.8%	-0.9	0.4%	1.5%	-0.9%
O=C(Nc1ncc2c(n1)-c1ccccc1OC2)c1cccc([N+](=O)[O-])c1	23.4%	14.4%	i	-3.6%	-20.2%	1.1	2.3%	-0.1%	4.6%
COc1cccc(Nc2nc3ccc(C(=O)c4ccccc4)cc3n3c(C)nnc23)c1	11.5%	-10.6%	i	.	15.4%	.	.	.	.
Cc1ccc(CN2CCCn3nc(C(=O)NCc4cc(C)ccc4C)cc3C2=O)cc1	-28.2%	-24.2%	?	.	0.0%	.	.	.	.
COc1ccc(Nc2cc(Sc3ccc(OC)cc3)ncn2)cc1	-20.2%	-26.4%	i	1.4%	-15.5%	-73.2*	-20.5%	?	-15.5%
COc1ccc(CCNC(=O)CN(c2cc([N+](=O)[O-])ccc2OC)S(C)(=O)=O)cc1OC	2.9%	4.7%	i	-6.5%	-2.4%	21.6	?	-4.7%	0.5%
COc1ccc2ncc3c(-c4ccc(C)c(C)c4)nn(CC(=O)NC4CCCCC4)c3c2c1	8.6%	0.0%	i	.	-3.3%	.	.	.	.
O=C(NCC(c1cccnc1)N1CCOCC1)c1cccc(Cl)c1 (stereo unspecified)	-4.0%	82.9%[activator]	i	-7.8%	0.0%	7.8	-1.0%	5.7%	-11.3%
CCCCn1c(CN(Cc2ccccc2)Cc2ccccc2)nc2c1c(=O)n(C)c(=O)n2C	?	-11.9%	i	-2.2%[9.22 µM]	?	-1.1	0.8%	?	-0.8%
O=C(NNC(=O)c1sccc1-n1cccc1)c1cccs1	-6.8%	-11.8%	i	2.6%	-7.9%	4.9	-1.1%	?	-2.0%
Cc1cccc(NC(=O)C2CCCN2S(=O)(=O)c2cccc3nsnc23)c1C (stereo unspecified)	-7.3%	-16.1%	i	.	-19.6%	.	.	.	.
CCOC(=O)CC(=O)CSc1n[nH]c(=O)[nH]c1=O	1.7%	.	i	-2.3%	0.0%	13.7	-3.6%	-3.1%	0.6%
COc1ccc(OCCNS(=O)(=O)c2ccc3oc4ccccc4c3c2)cc1	-21.1%	-13.5%	i	-32.9%[inhibitor]	-18.7%	12.7	-1.9%	4.2%	-0.2%
O=C(NCCCN1CCOCC1)C1CC(=O)N(CCc2ccccc2)C1 (stereo unspecified)	-0.7%	-15.3%	i	-3.7%	24.3%	1.0	20.0%	-3.5%	24.2%
COc1ccc(C(C)=O)cc1COC(=O)CCNS(=O)(=O)c1ccc(C)cc1	-1.7%	4.6%	i	?	15.9%	14.7	11.5%	?	13.0%
CC1(C)CC(=O)c2cnc(NC(=O)CCc3ccccc3)nc2C1	3.7%	1.9%	i	1.4%	3.1%	11.7	0.0%	9.2%	-0.3%
NC1=NC2(CCCC2)N=C(Nc2ccccc2)N1	3.5%	0.4%	i	-9.0%	22.7%	-5.1	27.1%	3.7%	4.8%
N#CCC(=O)N1CCn2c1nc1ccccc12	9.8%	2.1%	i	0.6%	-2.2%	34.6	10.2%	-2.9%	4.0%
OC1CCCN(Cc2nc(Cc3ccccc3Cl)no2)C1 (stereo unspecified)	8.0%	4.1%	i	-7.9%	5.1%	-15.9	-3.4%	2.0%	-2.0%
